zfTRPN1 agonist = agonists of zebrafish TRPN1 channel; 220,000 compounds, 0.18% hits; activation, % at 3 µM; HEK293 zebrafish TRPN1-YFP, Fluo-8 calcium fluorescence; 100% = response to 87 µM carbachol; AID 1424;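 active means activation above its plate's cutoff, the mean activation of test wells on that plate plus 3 SD, cut at about 19% in these data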;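 further: 0% = DMSO alone and 100% = 87 µM carbachol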
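Material: zebrafish TRPN1-YFP in HEK293 cells; Doses: single test compound dose, 3 µM nominal, 0.3% DMSO; Timing: dye loading 1 h at 37 °C, then 30 min room temperature; Technique: intracellular calcium fluorescence with Fluo-8; Benchmarks: high carbachol 87 µM, low DMSO alone.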
TbHK1 inh = blocks Trypanosoma brucei hexokinase 1 activity | 220,000 compounds, 0.11% hits | AID 1430 | inhibition, % at 10 µM | recombinant TbHK1, G6PDH-coupled NADH A340;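 active means inhibition of 50% or more in the single-dose primary screen; inactive means inhibition below 50%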
m-calpain inh = blocks pig calpain II enzyme activity; purified calpain II, fluorogenic peptide substrate, 30 min; inhibition, % at 16 µM; 220,000 compounds, 0.37% hits; AID 1236;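 active means inhibition above about 50%, limit read from the data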
TRPML3 agonist = activates the human TRPML3 channel | Q8TDD5 | HEK293 TRPML3-YFP, Fluo-8 calcium fluorescence; 100% = the carbachol control signal | activation, % at 3 µM | 220,000 compounds, 0.29% hits | AID 1448;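 active means activation above its plate's cutoff, the mean activation of the plate's test wells plus 3 SD, cut at about 12% in these data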;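 further: 0% = DMSO only wells and 100% = carbachol wells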
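Test system: TRPML3-YFP stable HEK293 cells. Doses: single point at 3 µM. Incubation: dye loading 1 h 37 °C then 30 min ambient, 125 s read. Signal: Fluo-8 calcium dye fluorescence, ex 470-495, em 515-575 nm. Measure: percent activation from peak-to-basal fluorescence ratio, scaled between DMSO and carbachol.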
Cl transport mod = modulators of human KCC2 chloride dependent transport. Q9H2X9. KCC2 cells, thallium flux FluoZin-2 fluorescence. B-score of Tl+ flux slope (higher = more flux/activation; lower = inhibition) at 10 µM. 190,000 compounds, 2.2% hits. AID 1456;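 active means thallium flux slope and its plate-corrected score both differing from the plate sample mean at a set confidence after two filtering rounds, in either direction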;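 further: slope of fluorescence scaled to starting intensity during 10 to 20 s after thallium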
Target sequence (Q9H2X9 whole entry, looked up): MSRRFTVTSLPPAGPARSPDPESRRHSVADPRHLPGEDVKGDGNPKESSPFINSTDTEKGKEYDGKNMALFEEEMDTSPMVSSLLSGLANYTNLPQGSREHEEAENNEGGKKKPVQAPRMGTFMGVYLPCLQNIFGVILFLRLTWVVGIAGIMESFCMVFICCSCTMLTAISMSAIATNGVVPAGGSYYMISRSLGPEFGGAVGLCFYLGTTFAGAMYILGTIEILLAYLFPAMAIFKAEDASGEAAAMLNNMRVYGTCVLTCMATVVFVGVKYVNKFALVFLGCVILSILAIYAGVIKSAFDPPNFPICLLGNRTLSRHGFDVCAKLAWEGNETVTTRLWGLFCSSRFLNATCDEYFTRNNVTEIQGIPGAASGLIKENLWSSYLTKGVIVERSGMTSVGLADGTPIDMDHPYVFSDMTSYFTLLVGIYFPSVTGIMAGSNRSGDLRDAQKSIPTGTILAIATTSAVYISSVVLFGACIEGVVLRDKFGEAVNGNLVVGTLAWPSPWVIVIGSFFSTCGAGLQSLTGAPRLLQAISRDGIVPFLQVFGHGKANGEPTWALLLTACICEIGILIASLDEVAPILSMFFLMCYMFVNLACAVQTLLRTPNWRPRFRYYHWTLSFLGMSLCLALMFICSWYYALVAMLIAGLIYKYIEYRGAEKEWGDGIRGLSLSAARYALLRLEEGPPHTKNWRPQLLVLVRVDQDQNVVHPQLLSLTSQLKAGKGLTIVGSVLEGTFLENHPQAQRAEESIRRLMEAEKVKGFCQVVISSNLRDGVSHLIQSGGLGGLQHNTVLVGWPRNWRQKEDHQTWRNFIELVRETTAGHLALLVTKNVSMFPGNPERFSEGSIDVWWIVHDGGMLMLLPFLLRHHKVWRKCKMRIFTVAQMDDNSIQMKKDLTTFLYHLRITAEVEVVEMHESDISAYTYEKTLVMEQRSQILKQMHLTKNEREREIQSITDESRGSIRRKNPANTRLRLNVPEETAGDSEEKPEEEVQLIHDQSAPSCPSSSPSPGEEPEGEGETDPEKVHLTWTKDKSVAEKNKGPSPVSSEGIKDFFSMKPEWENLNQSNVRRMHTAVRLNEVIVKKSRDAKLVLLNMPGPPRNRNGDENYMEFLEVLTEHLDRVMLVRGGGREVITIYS
thrombin 1536 = blocks human thrombin protease activity | 220,000 compounds, 0.26% hits | inhibition, % at 5 µM | alpha-thrombin, Boc-VPR-AMC fluorogenic substrate cleavage;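 active means inhibition at or above 40%; inactive means inhibition below 40%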;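 further: 0% = enzyme with no compound and 100% = wells without enzyme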
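Material: human alpha-thrombin enzyme / Medium: pH 7.5 Tris (50 mM) with NaCl 150 mM, Tween 20 0.05% / Compound: single-point dosing at 5 µM, 0.2% DMSO / Incubation: enzyme reaction carried out at room temperature / Detection: AMC fluorescence, 355/460 nm / Read-out basis: percent inhibition scaled between no-compound controls and no-enzyme blanks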
EBV gp42 block = blocks Epstein-Barr virus glycoprotein 42 binding. Fluorescence polarization binding assay, mP read-out. inhibition, % (tested at 21.74 µM). 220,000 compounds, 0.42% hits; in the data active means inhibition above about 50%
Furin inh = inhibitors of human furin | P09958 | purified furin, fluorogenic substrate cleavage | inhibition, % at 30 µM | 220,000 compounds, 0.061% hits | AID 463115; in the data active means inhibition above about 25%; further: inactives centre near -15
PPC-1+TRAIL kill = compounds killing PPC-1 cancer cells with TRAIL present (potentiator screen, no TRAIL-free arm); PPC-1 cells + TRAIL, ATPLite viability luminescence; cell killing (% activity), % at 4 µM; 220,000 compounds, 0.41% hits; AID 1443;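 active means cell killing above 50% in the first pass at 4 µM, then a duplicate retest at 5 µM averaging 50% or more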;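 further: plate controls were cells with TRAIL plus DMSO for no effect and medium-only wells lacking cells for full effect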
An asterisk follows results filed as active; i = inactive; . = no result given; [ ] = dose if it differs, or a comment.

No.	structure	zfTRPN1 agonist	TbHK1 inh	m-calpain inh	TRPML3 agonist	Cl transport mod	thrombin 1536	EBV gp42 block	Furin inh	PPC-1+TRAIL kill
1	CC(=O)c1cc(F)c(N2CCN(C(=O)Cc3ccccc3)CC2)cc1C	1.7	-14	19	0.0	.	38	-9	-21[20 µM]	-16
2	C=CCc1cccc2cc(C(=O)Nc3ccc(NC(C)=O)cc3)c(=O)oc12	0.8	-14	-41	0.8	.	-3	-13	-8	.
3	C#CCOCCOCCOCCNc1nc(N2CCN(C(=O)[C@H](CCC(=O)O)n3cc(C(N)CO)nn3)CC2)nc(N2CCN(C(=O)[C@H](Cc3cc4ccccc4[nH]3)n3cc(C(N)[C@H](C)CC)nn3)CC2)n1 (stereo partly drawn)	0.9	-12	-17	0.1	-0.18	5	-10	-13	-20
4	CCOC(=O)C/C(N)=N/NC(=O)c1ccc(Cl)cc1Cl	-0.5	-3	9	1.1	0.88	-1	2	-23	24
5	CC(C)(C)c1ccc(OCCNC(=S)NC(=O)c2cccnc2)cc1	-0.9	34	24	0.8	1.3	-10	-11	-1	22
6	COc1ccc(CN2CCN(C(=O)CC(C)C)CC2)c(OC)c1OC	-0.2	6	-5	0.4	-0.67	-6	-9	0	4
7	CCOC(=O)CN(C(=O)CN1CCOCC1)c1ccc(Br)cc1	-1.2	0	22	0.4	-0.00055	-2	-2	-21	0
8	CC1=C(C(=O)OC(C)C)C(c2cccnc2)C2=C(CC(C)(C)CC2=O)N1 (stereo not drawn)	2.2	-4	i	-0.7	-0.88	-6	-16	-8[20 µM]	4
9	Cc1ccc2cc(C(c3nnnn3C3CCCC3)N3CCOCC3)c(=O)[nH]c2c1C (stereo not drawn)	0.8	2	0	0.0	0.93	-5	-2	-7	-14
10	Cc1ccc(S(=O)(=O)Cn2nnnc2C(CC(C)C)N2CCN(C)CC2)cc1 (stereo not drawn)	-0.2	-7	24	0.6	-0.97	-11	-14	-10	9
11	Cc1c(NC(=O)c2c(NC(=O)CNC3CC3)sc3c2CCCC3)c(=O)n(-c2ccccc2)n1C	0.7	-12	-20	-0.2	-0.92	-4	-8	-14	6
12	CCOC(=O)c1c(C)oc2c1c(C(c1cccnc1)N1CCOCC1)c(O)c1ccccc12 (stereo not drawn)	-0.6	-10	-91	0.5	.	-2	5	-3	0
13	CCOc1cc(C2c3c(-c4ccccc4)n[nH]c3C(=O)N2c2ccc(C(=O)O)cc2)ccc1O (stereo not drawn)	-0.3	-2	-7	1.4	-0.79	-4	1	-21	11
14	NC(=O)c1c(/N=C/c2cccs2)sc2c1CCCC2	1.0	-8	-78	0.5	-0.35	-6	-11	-22	5
15	COc1cccc2cc(-c3nnc(SCC(=O)NCCc4ccccc4)n3C)oc12	-0.1	29	-6	0.6	0.29	3	-19	-28[20 µM]	22

(list continues)
No.	structure	zfTRPN1 agonist	TbHK1 inh	m-calpain inh	TRPML3 agonist	Cl transport mod	thrombin 1536	EBV gp42 block	Furin inh	PPC-1+TRAIL kill
16	CC(C)(C)c1nn2cnnc2n(/N=C/c2ccc(O)cc2)c1=O	0.8	-20	17	1.1	0.017	-2	-24	-29	0
17	COc1ccc(C2CCN(CC(=O)N(C)C)CC2O)cc1 (stereo not drawn)	1.0	3	-37	-0.4	0.011	-9	3	-36	13
18	FC(F)(F)c1ccc(Cl)c(N/N=C/c2ccc(N3CCOCC3)s2)c1	0.5	6	-5	0.8	0.64	-4	0	3	16
19	CCN(c1ccc(NC(=O)COC(=O)c2ccc(S(=O)(=O)N3CCCC3)cc2)cc1)C(C)C	0.2	-11	2	0.0	0.056	5	-17	-11[20 µM]	32
20	COc1ccc(Cc2noc(CN(C)CCN3CCc4ccccc4C3)n2)cc1OC	-0.4	-1	-3	0.5	.	-6	-13	-22	18
21	O=C(c1n[nH]c(=O)c2ccccc12)N1CCN(c2ccccc2)CC1	2.1	4	0	-0.2	.	2	-1	-3	0
22	CCOC(=O)c1c(NC(=O)CSc2nnnn2CC)sc(C)c1C	-1.7	-6	1	-1.3	.	3	-22	-6	-8
23	CCOc1ccccc1NC(=O)CCS(=O)(=O)c1ccc(OC)cc1	-0.2	-6	0	0.2	-0.22	4	-6	-22	-15
24	COc1cccc(NC(=O)Cn2c(=O)oc3ccccc32)c1	1.2	3	-14	0.8	-0.0017	-5	-5	-10[20 µM]	-18
25	CN(Cc1cnccn1)C(=O)CC1C(=O)NCCN1CC(c1ccccc1)c1ccccc1 (stereo not drawn)	-0.6	4	6	0.8	.	0	14	-20	11
26	CC1CCN(Cc2cc(=O)oc3ccc4ccccc4c23)CC1	-1.4	-6	-34	-0.5	0.4	0	-10	-32	-7
27	O=C(NCCCc1ccccc1)C1CC(=O)N(c2ccc3c(c2)OCCO3)C1 (stereo not drawn)	-1.4	0	-24	0.4	-2	0	-3	-25[20 µM]	6
28	Cc1c(C(C)(C(=O)O)c2c(C)n(C)c3ccccc23)c2ccccc2n1C	0.1	-1	-8	0.1	0.066	-2	-1	-14	19
29	O=C1N(c2ccc(Cl)cc2)C(c2ccc(Cl)cc2)N2CCCN12 (stereo not drawn)	0.8	-1	-4	0.5	0.0084	-1	-10	-13	3
30	c1ccc(-n2ncc3c(NCC4CCCO4)ncnc32)cc1 (stereo not drawn)	0.9	-1	-30	0.8	0.0051	2	-16	-21	.

Next results follow.
No.	structure	zfTRPN1 agonist	TbHK1 inh	m-calpain inh	TRPML3 agonist	Cl transport mod	thrombin 1536	EBV gp42 block	Furin inh	PPC-1+TRAIL kill
31	CCc1nc2oc3ccccc3c(=O)c2c(=O)n1-c1ccccc1	1.6	7	-11	-1.1	-0.28	-4	-14	-23	40
32	Cn1c(N)c(C(=O)COC(=O)c2cccnc2Cl)c(=O)n(C)c1=O	1.5	-2	2	0.9	0.56	-3	-26	-24	-3
33	CCCC(=O)NNC(=O)c1ccoc1C	1.1	0	20	-0.3	-0.51	18	0	-8	26
34	Cc1c(NS(=O)(=O)c2cccc(C(=O)NCc3ccccc3)c2)c(=O)n(-c2ccccc2)n1C	-0.6	-3	-20	-0.5	-1	-1	-17	-4[20 µM]	-15
35	CC(C)CC(C(=O)OCC(=O)Nc1ncc(Cl)cc1Cl)N1C(=O)c2ccccc2C1=O (stereo not drawn)	-0.4	5	10	-0.3	-1.5	2	-7	-13[20 µM]	23
36	NC(=O)CSc1nc(N)c2c3c(sc2n1)CCCCC3	0.9	-7	29	0.4	-1.1	-3	-16	-16	4
37	CN1CCC(N(C)C(=O)CCc2nc3ccccc3c(=O)[nH]2)CC1	0.3	-3	-14	0.7	0.79	2	5	-6[20 µM]	-1
38	O=c1c2ccc(Cl)cc2nc(-c2ccc([N+](=O)[O-])cc2)n1O	0.1	-7	-8	1.4	57*	0	-7	-15	22
39	CCCCNC(=O)Nc1c(C(=O)OCC)[nH]c2ccccc12	0.6	-1	-20	-0.1	.	-2	-10	-15[20 µM]	-5
40	O=S1(=O)CCC(=Nc2ccc(Cl)cc2)c2ccsc21	1.1	2	3	-0.3	-0.1	-1	-6	-11	-6
41	CCOC(=O)c1ccc(NC(=O)COc2cc3oc(=O)c(CC(C)O)c(C)c3cc2Cl)cc1 (stereo not drawn)	4.7	-25	-44	1.1	0.96	-4	-3	-22	20
42	COc1ccc(-c2[nH]ncc2/C=C(/C#N)C(=O)NC2CCCCCC2)cc1	-1.4	-10	-169	-0.1	-1.4	-15	-1	-4[20 µM]	-15
43	Cc1ccc(NC(=O)COC(=O)C2COc3ccccc3O2)cc1S(=O)(=O)N1CCOCC1 (stereo not drawn)	0.0	1	27	0.4	-0.42	-7	5	-7	17
44	COc1ccc(C)cc1NC(=O)C12CCC(C)(C(=O)O1)C2(C)C (stereo not drawn)	-1.1	-9	-11	-0.1	-0.51	-1	-17	-14[20 µM]	-8
45	CC12CN(C(=O)c3ccccc3Br)CC(C)(CN(C(=O)c3ccccc3Br)C1)C2=O	1.2	9	-5	-0.1	0.073	2	-8	-17	1

More entries follow:
No.	structure	zfTRPN1 agonist	TbHK1 inh	m-calpain inh	TRPML3 agonist	Cl transport mod	thrombin 1536	EBV gp42 block	Furin inh	PPC-1+TRAIL kill
46	O=c1[nH]c(CSc2nnc(NCCCN3CCOCC3)s2)nc2cc(Cl)ccc12	-0.7	4	25	-0.3	0.015	-13	-16	-30	10
47	Cc1ccnc(N2CCC(C(=O)NNC(=O)c3ccncc3)CC2)n1	1.6	-1	-33	1.1	3.5	-3	-18	-14	7
48	COc1ccc(N2C(=O)CC(Sc3nc4ccccc4s3)C2=O)cc1 (stereo not drawn)	-0.8	1	25	-0.3	1.6	-7	-15	-25	0
49	Cc1ccc(Cn2cccc(NC(=O)CCC3CCCC3)c2=O)cc1	0.0	-7	25	-1.0	.	-1	-13	-7	-11
50	O=C(CN1C(=O)NC(Cc2ccccc2)(Cc2ccccc2)C1=O)NCC1CCCCC1	-0.7	5	13	0.3	0.053	-2	-14	-14[20 µM]	-4
51	CCCCNC(=O)NS(=O)(=O)c1ccc(NC(=O)C(NC(N)=O)C(C)CC)cc1 (stereo not drawn)	2.1	-10	-25	1.5	-0.46	4	-14	-21	3
52	COc1ccccc1CC(NC(C)=O)C(=O)N1CCN(C(=O)c2cccs2)CC1 (stereo not drawn)	1.1	14	-10	0.8	0.52	4	-20	-29[20 µM]	-27
53	CN(Cc1ccccc1)c1nc2c(c(=O)[nH]c(=O)n2C)n1Cc1ccccc1Cl	0.2	2	-7	0.3	0.86	-6	-1	-11[20 µM]	12
54	S=C(Nc1cccc(Cl)c1)NC1CC2CCCC(C1)N2C1CCCC1 (stereo not drawn)	2.1	11	-5	1.4	0.53	-6	-7	-10	8
55	CCc1nnc(NC(=O)CSc2nc3ccccc3s2)s1	0.4	5	-7	0.0	.	-5	-21	-18[20 µM]	17
56	O=c1c2[nH]c3ccc(F)cc3c2ncn1CCCn1ccnc1	1.9	-1	-86	0.4	.	0	-11	-15	6
57	CCn1c(CSc2nc(C)cc(C)n2)nnc1SCC(N)=O	1.2	-2	-1	0.9	0.42	-6	-12	-30	-7
58	Nc1nsnc1C(=O)NCCO	0.8	-14	15	-0.1	0.48	3	-5	-5	17
59	O=C(O)CC(Cc1ccccc1)C(=O)NCC12CC3CC(CC(C3)C1)C2 (stereo not drawn)	1.4	-5	9	1.0	0.48	-2	-10	-18	8
60	O=C(Nc1ccccc1)Nc1nnc(/C=C/c2ccccc2Cl)s1	0.0	-6	-23	0.8	0.28	2	-9	-12	10
61	O=C(CN1CCN(Cc2ccc(F)cc2Cl)C1=O)NCCc1ccc(Cl)cc1	-0.4	-3	-7	-0.1	0.031	-4	-20	-5[20 µM]	33

A draw from above in order of molar mass, falling:
No.	structure	zfTRPN1 agonist	TbHK1 inh	m-calpain inh	TRPML3 agonist	Cl transport mod	thrombin 1536	EBV gp42 block	Furin inh	PPC-1+TRAIL kill
60	O=C(Nc1ccccc1)Nc1nnc(/C=C/c2ccccc2Cl)s1	0.0	-6	-23	0.8	0.28	2	-9	-12	10
47	Cc1ccnc(N2CCC(C(=O)NNC(=O)c3ccncc3)CC2)n1	1.6	-1	-33	1.1	3.5	-3	-18	-14	7
49	Cc1ccc(Cn2cccc(NC(=O)CCC3CCCC3)c2=O)cc1	0.0	-7	25	-1.0	.	-1	-13	-7	-11
58	Nc1nsnc1C(=O)NCCO	0.8	-14	15	-0.1	0.48	3	-5	-5	17

Screening data as filed in PubChem.
